Screens: PubChem BioAssay, National Center for Advancing Translational Sciences (NCATS)
aGlu spleen mod = qHTS Assay for Inhibitors and Activators of Human alpha-Glucosidase From Spleen Homogenate. Lysosomal alpha-glucosidase (Homo sapiens), P10253. 0.006% of 240,000 active. Potency, µM (series often up to 79.9 µM), without a hit: at the highest dose activity change, negative = inhibition, hits mostly inhibitors. human spleen homogenate, 4-MU-alpha-glucoside fluorescence;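 further: 0% = enzyme with vehicle and -100% = no enzyme basal signal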
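Human spleen homogenate (1 ug) incubated with compounds and 1 mM 4-methylumbelliferyl-alpha-D-glucopyranoside in pH 5.0 citrate/phosphate buffer, 37 C, 40 min. Stopped at pH 10; 4-MU fluorescence (Ex 365/Em 440 nm); AC50 by Hill fit.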
GAA inh = qHTS Assay for Inhibitors of Human alpha-Glucosidase as a Potential Chaperone Treatment of Pompe Disease. Potency, µM (doses to about 76.9 µM), inactives show at the top dose activity change, negative = inhibition, actives largely listed as inhibitors. 0.005% of 200,000 active. purified human GAA, 4-MU-alpha-glucoside fluorescence. Lysosomal alpha-glucosidase (Homo sapiens), P10253;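 further: plate controls were uninhibited enzyme wells for no effect and no-enzyme background for full effect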
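Endpoint fluorogenic read: 20 min room-temperature reaction of 4 nM human alpha-glucosidase with 400 uM 4-methylumbelliferyl-alpha-D-pyranoside, pH 5.0, quenched with 1M NaOH/1M glycine pH 10. AC50 from Hill modeling.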
Tau fluor counter = Counterscreen qHTS for Inhibitors of Tau Fibril Formation, Fluorescence Polarization; tau K18 P301L (four-repeat tau fragment) Alexa594 fluorescence, heparin fibrillization; Potency, µM (doses to about 57.7 µM), for the others: top-dose activity change, negative = decrease; 0.93% of 280,000 active; AID 1463, 2008; further: on the % scale 0 is the no-effect control and ±100 the full control effect; nearly all actives have a fitted effect of over 55% in size
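Human K18 P301L tau (15 uM unlabeled plus 0.24 uM Alexa 594-labeled, final) in 100 mM sodium acetate pH 7 was mixed with compound and 20 uM heparin and incubated 6 hr at 37 C.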
Epigenetic derep = Quantitative High-Throughput Screen for Regulators of Epigenetic Control; Potency, µM (titrated, usually from 53.9 µM), inactives show at the highest dose GFP activation, hits mostly activators; AID 1865, 2009; murine LDR cells, GFP reporter derepression, 30 h; 0.2% of 280,000 active; further: % of control where 0% means no effect; nearly all actives have a fitted effect of over 60% in size
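Murine LDR cells bearing a silenced CMV-driven GFP reporter were exposed to compound for 30 h at 37 C. After PBS washes, GFP-positive cells (20-120 um objects) counted by laser-scanning microplate cytometry.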
GLA spleen mod = qHTS Assay for Inhibitors and Activators of Human alpha-Galactosidase From Spleen Homogenate; human spleen homogenate, 4MU-alpha-Gal fluorescence, 40 min; Potency, µM (highest dose often 80 µM), inactives show top-dose activity change, negative = inhibition, actives largely listed as inhibitors; 0.008% of 240,000 active; AID 2107, 2009;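 further: 0% = enzyme with vehicle and -100% = no enzyme basal signal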
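qHTS titration in buffer at pH 5.0. Alpha-galactosidase activity in spleen homogenate was measured via 4-methylumbelliferone release from 1 mM fluorogenic substrate after 40 min at 37C and a pH 10 stop. AC50 came from Hill fits of control-normalized data.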
ALDH1A1 inh = qHTS Assay for Inhibitors of Aldehyde Dehydrogenase 1 (ALDH1A1). Aldehyde dehydrogenase 1A1 (Homo sapiens), P00352. Purified ALDH1A1, NADH fluorescence, propionaldehyde substrate. Potency, µM (top dose mostly 75.3 µM), for the others: at the highest dose activity, negative = inhibition, usual class: inhibitors. 7.3% of 220,000 active. AID 1030, 2008; active means well fitted inhibition curve with a large enough effect, not every such curve was filed as active; inconclusive means small, poorly fitted or top-dose-only effect, or another doubt; inactive means no such curve, though single readings can be large or run the other way;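 further: plate controls were no enzyme wells and a reference inhibitor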
Target sequence (P00352 whole entry, looked up): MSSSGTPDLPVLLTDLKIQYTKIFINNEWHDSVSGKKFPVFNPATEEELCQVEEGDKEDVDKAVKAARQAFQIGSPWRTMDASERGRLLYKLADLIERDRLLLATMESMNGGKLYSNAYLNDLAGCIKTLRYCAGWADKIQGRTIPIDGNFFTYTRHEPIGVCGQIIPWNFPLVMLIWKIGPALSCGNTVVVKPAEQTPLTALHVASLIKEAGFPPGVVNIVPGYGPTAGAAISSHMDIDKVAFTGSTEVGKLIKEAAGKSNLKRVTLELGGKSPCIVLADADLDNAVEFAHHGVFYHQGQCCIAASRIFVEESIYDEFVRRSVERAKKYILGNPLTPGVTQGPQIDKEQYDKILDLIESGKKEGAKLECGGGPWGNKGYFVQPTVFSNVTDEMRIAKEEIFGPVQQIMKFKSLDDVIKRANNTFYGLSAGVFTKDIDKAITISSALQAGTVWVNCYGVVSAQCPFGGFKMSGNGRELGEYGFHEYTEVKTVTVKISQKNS
NPSR antag = qHTS Assay for Antagonists of the Neuropeptide S Receptor: cAMP Signal Transduction; Q6W5P4; Potency, µM (titrated, usually from 38.3 µM), inactives show at the highest dose activity change, negative = inhibition, most hits filed as inhibitors; CHO-NPSR cells, cAMP TR-FRET, antagonist mode; 1% of 220,000 active; further: on the % scale 0 is the no-effect control and ±100 the full control effect; nearly all actives have a fitted effect of over 50% in size; many of its hits are not listed in these tables
Target sequence (Q6W5P4 whole entry, looked up): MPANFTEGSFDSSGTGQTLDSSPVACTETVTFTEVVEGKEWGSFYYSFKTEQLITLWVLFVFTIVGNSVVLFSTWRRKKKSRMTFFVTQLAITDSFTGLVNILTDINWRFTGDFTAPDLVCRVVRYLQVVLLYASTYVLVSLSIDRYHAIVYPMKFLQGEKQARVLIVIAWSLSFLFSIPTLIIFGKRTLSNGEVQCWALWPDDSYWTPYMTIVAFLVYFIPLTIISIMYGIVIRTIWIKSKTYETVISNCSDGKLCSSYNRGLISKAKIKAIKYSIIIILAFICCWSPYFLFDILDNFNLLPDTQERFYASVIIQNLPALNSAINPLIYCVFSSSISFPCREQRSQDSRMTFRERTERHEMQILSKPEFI
GAA glycogen = qHTS Assay for Inhibitors and Activators of Human alpha-Glucosidase Cleavage of Glycogen; Lysosomal alpha-glucosidase (Homo sapiens), P10253; recombinant GAA, glycogen substrate, Amplex Red glucose oxidase fluorescence; Potency, µM (titrated, usually from 76.4 µM), without a hit: at the highest dose activity change, negative = inhibition, hits mostly inhibitors; 0.38% of 300,000 active; AID 2100, 2009;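 further: 0% = full enzyme reaction and -100% = no-enzyme basal signal; the screen sought inhibitors and activators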
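qHTS, 1536-well; enzyme 4 nM final; cpd up to 77 uM; substrate bovine liver glycogen 30 ug; 50 mM citrate/phosphate pH 5.0, 0.01% Tween-20; 37 C, 40 min; Amplex Red detection 45 min RT; Hill fit → AC50.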
Starred values were filed as active, the others as inactive; ? = inconclusive; · = not tested or not shown; & = joins results of further samples; [ ] = remark or other dose. Unless noted, the call rests on the fitted dose curve; in most records, active means well fitted curve in the direction sought with a large enough effect; inconclusive means small, poorly fitted or top-dose-only effect, or another doubt; inactive means no such curve, though single readings can be large; an effect the other way counts as inactive or inconclusive. Potency means the concentration at half of the fitted maximal effect.

SMILES	aGlu spleen mod	GAA inh	Tau fluor counter	Epigenetic derep	GLA spleen mod	ALDH1A1 inh	NPSR antag	GAA glycogen
CCOC(=O)Nc1ccc(S(=O)(=O)NCc2ccccc2)cc1	-12%	2%	-1%	0.0%	-1%	2%	-5%[46.1 µM]	0%
O=C(NN=C1CCCC1)C(=O)Nc1cccc(C(F)(F)F)c1	-6%	-11%	-2%	-0.1%	0%	10%	1%[46.1 µM]	?
O=S(=O)(c1ccc(OCC(O)CN2CCN(c3ccccc3)CC2)cc1)N1CCOCC1 (stereo unspecified)	0%	-2%	-16%	14%	-16%	?	-12%[46.1 µM]	-3%
COc1cc(/C=C2\SC(=S)N(c3cccnc3)C2=O)ccc1O	9%	·	0%	-1.1%	8%	·	-3%	0%
COc1ccc(OCC(=O)Nc2cc(C)c(Cl)cc2OC)c([N+](=O)[O-])c1	2%	0%	-6%	2.2%	2%	8%	18%	-1%
COc1ccc2[nH]cc(C(=O)CN3CCN(C/C=C/c4ccccc4)CC3)c2c1	6%	-2%	-17%	10µM*	-1%	?	-21%[46.1 µM]	14%
O=C(CC1CCCCC1)c1c(O)c2ccccc2oc1=O	-8%	-1%	6%	-1.1%	-8%	-4%	-8%[46.1 µM]	4%
Cc1ccc(-c2nc(=S)c3c(n2CC2CCCO2)CC(C)(C)OC3)cc1 (stereo unspecified)	0%	-2%	-1%	-2.4%	-6%	-3%	-7%[46.1 µM]	-10%
OCC1C2c3ccccc3C(c3ccccc32)C1CO (stereo unspecified)	-3%	·	-12%	0.0%	-7%	·	3%[7.67 µM]	9%
CCOC(=O)NNC1CC(=O)N(c2ccc(OC)cc2)C1=O (stereo unspecified)	3%	1%	-8%	0.1%	9%	1%	-1%[46.1 µM]	6%
O=C(/C=C/c1ccccc1)N1CCN(c2cccc(Cl)n2)CC1	-12%	-4%	10%	-3.3%	3%	4%	-28%[46.1 µM]	?
CC(=O)NS(=O)(=O)c1ccc(NC(=O)NC2CCCCC2)cc1	4%	-3%	-3%	-1.9%	3%	5%	2%[46.1 µM]	3%
CCC(C)(C)n1nnnc1C(c1cc2cc(C)ccc2[nH]c1=O)N1CCCC1 (stereo unspecified)	-3%	2%	-1%	0.9%	-2%	?	-13%[46.1 µM]	1%
COC(CCN(C)C)(c1ccccc1)c1ccccc1	5%	-11%	0%	2.4%	1%	-1%	0%[46.1 µM]	4%
CO/N=C/c1cccn1-c1nccc(N(C)C)c1C#N	3%	·	-3%	2.2%	2%	2%	2%	-6%
Cc1cc(NC(=O)COc2cccc3cccnc23)no1	-4%	4%	-11%	-2.0%	6%	?	10%[46.1 µM]	-2%
CCOc1cc(S(=O)(=O)n2nc(C)cc2C)ccc1Br	-3%	0%	-9%	-1.4%	2%	-8%	26%	16%
CCCCNC(=O)CCCn1c(=S)[nH]c2cc3c(cc2c1=O)OCO3	-16%	-4%	-2%	2.0%	-21%	5%	3%[46.1 µM]	-3%
CC1(C)CC2C1CC[C@]1(C)CCC3C(C(=O)O)CC(=O)O[C@]32C1 (stereo partly specified)	-1%	·	3%	7.2%	-3%	23%	·	·
NC(=S)NC(=O)c1ccccc1	6%	2%	-11%	-0.1%	11%	-8%	-23%	-3%
COc1ccccc1NC(=S)N(CCCN1CCOCC1)Cc1ccccn1	-6%	3%	-8%	0.9%	7%	3%	18%	-1%
O=C(NCCCN1CCc2ccccc2C1)C1CCN(c2nnc(-n3cccc3)s2)CC1	-3%	-1%	-6%	-1.0%	10%	6%	1%	3%
O=C(COc1cccc2cccnc12)NNC(=O)Nc1ccccc1	-1%	4%	-1%	-0.3%	0%	5%	6%	15%
CCn1c(SCC(=O)NCCc2ccc(Cl)cc2)nnc1-c1cccs1	3%	1%	-3%	-0.8%	5%	7%	-12%[46.1 µM]	-1%
O=C(O)COc1ccccc1/C=N/NC(=O)CSc1nc2ccccc2n1Cc1ccc(Cl)cc1	4%	·	1%	-2.6%	4%	·	1%	-5%
O=C1CC[C@@H](CN(Cc2ccccn2)Cc2nc(Cc3ccccc3)no2)N1	11%	·	-5%	-0.2%	0%	0%	-14%	-7%
OC[C@H]1O[C@@H](n2cnc3c(N[C@H]4C[C@H]5CC[C@@H]4C5)ncnc32)[C@H](O)[C@@H]1O	2%	·	-2%	0.8%	11%	-9%	·	·
COc1ccccc1N1CCN(S(=O)(=O)/C=C/c2ccccc2)CC1	16%	13%	4%	-4.1%	7%	-15%	?	-20%
Cn1c(=O)c2c(ncn2CC(=O)N2CCN(c3ccccc3)CC2)n(C)c1=O	0%	3%	5%	-2.1%	1%	-6%	6%[46.1 µM]	-6%
Cc1cc(CNC(=O)Cc2ccc(F)cc2)c2ccccc2n1	1%	-5%	-9%	-0.7%	3%	17%	-2%	2%

Compounds from the list above with an NH in an aromatic ring, in the order listed:
SMILES	aGlu spleen mod	GAA inh	Tau fluor counter	Epigenetic derep	GLA spleen mod	ALDH1A1 inh	NPSR antag	GAA glycogen
COc1ccc2[nH]cc(C(=O)CN3CCN(C/C=C/c4ccccc4)CC3)c2c1	6%	-2%	-17%	10µM*	-1%	?	-21%[46.1 µM]	14%
CCC(C)(C)n1nnnc1C(c1cc2cc(C)ccc2[nH]c1=O)N1CCCC1 (stereo unspecified)	-3%	2%	-1%	0.9%	-2%	?	-13%[46.1 µM]	1%
CCCCNC(=O)CCCn1c(=S)[nH]c2cc3c(cc2c1=O)OCO3	-16%	-4%	-2%	2.0%	-21%	5%	3%[46.1 µM]	-3%

Continued.
SMILES	aGlu spleen mod	GAA inh	Tau fluor counter	Epigenetic derep	GLA spleen mod	ALDH1A1 inh	NPSR antag	GAA glycogen
CC(C)OCCCNC(=O)c1cc(Sc2ccc(F)cc2)nc2ccccc12	-1%	2%	-12%	-1.0%	3%	-6%	-27%	-3%
O=C(NCc1nc2ccccc2[nH]1)C1=C[C@H](c2ccc(Br)cc2)C[C@H](OCc2ccc(CO)cc2)O1	-3%	·	-25%	3.0%	-1%	0%	?	8%
NC(=O)c1ccc(N2CCN(S(=O)(=O)c3ccccc3)CC2)c([N+](=O)[O-])c1	·	?	-9%	1.3%	0%	?	3%	-20%
COCC(C)OC(=O)c1c(N)n(CCCN2CCOCC2)c2nc3ccccc3nc12 (stereo unspecified)	?	·	3%	1.9%	?	·	-15%	0%
Cc1cccc(Nc2nc(-c3ccncc3)cs2)c1	7%	-7%	?	-2.2%	2%	4%	-23%	-15%
O=Cc1cccn1-c1ccc(O)cc1	5%	5%	4%	-0.1%	-8%	-8%	23%	-5%
COc1cccc(NS(=O)(=O)CC23CCC(CC2=O)C3(C)C)c1 (stereo unspecified)	-6%	2%	-7%	2.0%	-6%	1%	1%[46.1 µM]	10%
COCCOC(=O)C1=C(C)N(Cc2ccccc2)C(=O)NC1c1cccc(OC)c1OC (stereo unspecified)	3%	-6%	2%	0.0%	2%	0%	-9%[46.1 µM]	3%
CCOC(=O)c1cnn(C(=O)c2ccccc2)c1N	16%	4%	-2%	0.0%	7%	15%	22%	11%
COc1ccc(CCNC(=O)CCN2C(=O)c3ccccc3C2=O)cc1OC	2%	3%	7%	3.4%	-4%	-12%	5%	12%
Cc1cc(NC(=O)c2cc([N+](=O)[O-])cc([N+](=O)[O-])c2)n(-c2ccccc2)n1	2%	4%	-10%	0.0%	1%	2%	-25%[46.1 µM]	-4%
O=C(Cn1nc(Cc2cccnc2)c2ccccc2c1=O)NCc1ccc(F)cc1	0%	-5%[15.4 µM]	-2%	1.7%	3%	8%	-6%[46.1 µM]	-4%
CC(C)Nc1nc(NC(C)C)nc(Oc2ccc(=O)n(C)n2)n1	0%	·	1%	1.3%	0%	1%	-25%	-2%
CCCC(=Nc1ccc(N)cc1)C1=C(O)C(C(=O)OC)C(C)(C)CC1=O (stereo unspecified)	-2%	-11%	7.1µM*[quencher]	-2.0%	-2%	?	-9%[46.1 µM]	-26%
CC(=O)C1=C(C)N(Cc2ccccc2)C(=O)N[C@H]1c1cccs1	-4%&0%	-13%[15.4 µM]	-5%&-7%	-1.1%&3.0%	-3%&-5%	6%&-1%	-21%	7%
CCOC(=O)C1(Cc2ccccc2C(F)(F)F)CCN(C2CCC2)CC1	5%	?	8%	-0.1%	-1%	13%	-19%	-11%
c1ccc(CSc2nnc(-c3ccco3)o2)cc1	-10%	·	6%	0.5%	7%	·	16%	3%
O=C(NN1C(=O)/C(=C/c2cccnc2)SC1=S)C(c1ccccc1)c1ccccc1	-8%	-3%	?	0.0%	6%	0%	-27%[46.1 µM]	-12%
Cc1ccc2c(C)nc(NC3=NCN(Cc4ccccc4)CN3)nc2c1	7%	11%	4%	-1.0%	7%	14%	-2%[46.1 µM]	7%
COCn1c(=O)c2c(nc(SC3=NCCS3)n2Cc2ccccc2C)n(COC)c1=O	-29%	4%	-7%	0.8%	9%	2.8µM*	-19%[46.1 µM]	-1%
COC(=O)c1nn(-c2ccccc2)nc1-c1nn(-c2ccccc2)nc1C(=O)OC	-4%	0%	?	?	12%	-9%	-22%[46.1 µM]	-3%
NC(=O)c1ccc(N2CCCCC2)c(N2C(=O)C3C4C=CC(C4)C3C2=O)c1 (stereo unspecified)	3%	-1%	2%	-1.1%	4%	11%	-8%[46.1 µM]	7%
OCCN1CCN(Cc2cc(Br)cc(Br)c2O)CC1	-8%	0%	1%	-1.0%	-1%	-1%	-4%[46.1 µM]	5%
COc1cccc(N2C(=O)CC(N3CCC(C(N)=O)(N4CCCCC4)CC3)C2=O)c1 (stereo unspecified)	-7%	-1%	3%	-2.9%	-16%	10µM*	15%	-2%
CCCCCN1C(C)=CC(=C(C#N)C#N)C=C1C	-4%	-4%	2%	1.3%	5%	?	-14%	-3%

A portion of the library; rates above refer to the full screens.
